Screening data from PubChem BioAssay.
Tb PYK inh: T. brucei pyruvate kinase inhibition; Q57TT1; 410,000 tested, 0.12% active; TbPYK enzyme, Kinase-Glo Plus ATP luminescence, 45 min; Potency, µM (titrated, usually from 76.8 µM), without a hit: at the highest dose activity, negative = inhibition, hits mostly inhibitors; active = well fitted inhibition curve with a large enough effect; inconclusive = small, poorly fitted or top-dose-only effect; note: nearly all actives have a fitted effect of over 50% in size
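ADP (130 uM final) triggers the TbPYK reaction after compound addition; incubation is 45 min at room temperature. Kinase-Glo Plus is then added and luminescence imaged. Normalized data are fitted to concentration-effect curves.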
Active calls of the source: *; ? = inconclusive; [ ] = another dose, or the depositor's remark. % is set by controls: 0 for no effect and ±100 for the full control effect; potency is the fitted concentration of half-maximal effect. The list is partial; the hit share may differ from the screen's.

nr	Molecule	Tb PYK inh
1	CCCCCNC(=O)c1cc2c(=O)n3ccccc3nc2n1C	-1%
2	COc1ccc(-n2cc(-c3ccccc3)c3c(NCc4cccc(Cl)c4)ncnc32)cc1	2%
3	CCN(CC)C(=O)CSc1nc(-c2ccccc2)cc(-c2ccc(OC)cc2)c1C#N	2%
4	O=C(CSc1nc2ccsc2c(=O)n1-c1ccc(Cl)cc1)NCc1ccc(Cl)cc1	-1%
5	O=C(Cn1ncc2c1-c1ccccc1OC2)N1CCN(c2ccccc2)CC1	-1%
6	Cc1cccc(NC(=O)Cn2cc(S(=O)(=O)N3CCCC3)c(S(=O)(=O)N3CCCC3)c2)c1C	3%
7	Cc1ccc(C(=O)c2cn(Cc3c(F)cccc3Cl)c3nc(C)ccc3c2=O)cc1	5%
8	O=C(Nc1ccc(-c2cn3cccnc3n2)cc1)c1cc(Br)ccc1Cl	0%

nr	Molecule	Tb PYK inh
9	CCOC(=O)Cn1c(=O)cc(C)c2c(C)nn(-c3cccc(F)c3)c21	2%
10	O=C(Cn1c(=O)oc2cc(S(=O)(=O)NC3CCCC3)ccc21)Nc1ccc(F)c(F)c1	2%
11	Cc1ccc(C)c(S(=O)(=O)Nc2ccc3c(c2)CCCN3C(=O)c2cccs2)c1	-8%
12	COc1ccc(CNC(=O)c2cc3sccc3n2Cc2ccc(C)cc2)cc1	-4%
13	O=c1c(-c2ccc(F)cc2)nc2cnc(N3CCOCC3)nc2n1-c1ccccc1	-3%
14	CCOc1ccccc1C(=O)N(Cc1ccc(N(C)C)cc1)CC1CCCO1 (stereo not given)	-7%
15	O=C(NC1CCCCCC1)c1cc2c(Cl)nc3ccccc3c2s1	3%
16	Cc1c2cnn(CC(=O)Nc3ccc(F)cc3F)c(=O)c2c(C)n1Cc1cccc(Cl)c1	3%

nr	Molecule	Tb PYK inh
17	O=C(Cn1c(=O)n(CC2CCCO2)c(=O)c2ccccc21)Nc1ccc(F)cc1F (stereo not given)	-4%
18	COc1ccc(-c2noc(CN(C(=O)Cc3ccc(C)cc3)C(C)C)n2)cc1	-5%
19	COc1cccc2c1cc1c(=O)n(CC(=O)N3CCN(c4cc(Cl)ccc4C)CC3)nc(C)n12	-1%
20	Cc1ccc(NC(=O)Cn2c(=O)n(Cc3ccc(C(=O)NCc4ccc5c(c4)OCO5)cc3)c(=O)c3ccccc32)cc1	2%
21	Cc1ccc(CCNS(=O)(=O)c2ccc3c(c2)CC(C)N3C(=O)C2CCC2)cc1 (stereo not given)	0%
22	COc1ccc(C(=O)N(c2ccc(OC)cc2)S(=O)(=O)c2ccc3c(c2)n(C)c(=O)n3C)cc1	-1%
23	O=C(c1cc(C(F)(F)F)cc(C(F)(F)F)c1)N1CCC[C@@]2(CCN(c3ccncc3)C2)C1	-2%
24	COc1ccc(CCNC(=O)c2ccc(Cn3c(=O)c4ccccc4n(Cc4cccc(C)c4)c3=O)cc2)cc1OC	1%

nr	Molecule	Tb PYK inh
25	CCOC(=O)c1scc(-c2ccc(C)cc2)c1S(=O)(=O)Nc1ccc(F)c(F)c1	-14%
26	O=C(NCc1ccccc1Cl)c1ccc2c(c1)N(Cc1ccccc1)C(=O)CS2	2%
27	CC(Oc1ccccc1Cl)C(=O)N1CCN(CCc2ccccn2)CC1 (stereo not given)	-1%
28	CC(C)(C)c1ccc(CN(Cc2ccco2)c2cnc(S(C)(=O)=O)nc2C(=O)Nc2ccc(F)cc2)cc1	4%
29	O=C(CSc1nc(=O)n(CCN2CCOCC2)c2c1CCC2)Nc1ccc(F)cc1F	0%
30	CCN1C(=O)c2ccccc2S(=O)c2ccc(C(=O)NCc3ccc(C)cc3)cc21 (stereo not given)	?
31	CC(=O)N1CCCc2cc(S(=O)(=O)N3CCC(C(=O)NCc4ccc(N(C)C)cc4)CC3)ccc21	-4%
32	CCCN(CCC)CCNC(=O)c1nn(C)c2c1CS(=O)(=O)c1ccccc1-2	3%

nr	Molecule	Tb PYK inh
33	Cc1cccc(C(=O)NC(=O)Nc2ccc(-n3nc(C(F)(F)F)cc3C(F)(F)F)cc2)c1	-12%
34	Cc1c(C(=O)Nc2ccccc2Br)oc2ccc(S(=O)(=O)N3CCCCC3)cc12	2%
35	Cc1nc2cnc(Oc3cccc(Cl)c3)nc2n(CCc2ccccc2)c1=O	3%
36	N#Cc1c(Cc2cccc3ccccc23)nn(CCO)c1N	5%
37	COc1ccc(-c2nc3cnc(N4CCNCC4)nc3n(-c3ccccc3)c2=O)cc1	-7%
38	Cc1ccc2nc(CSc3nnc(NC(=O)COc4ccccc4F)s3)cc(=O)n2c1	-7%
39	Cc1ccc(-c2noc(-c3ccc(NCc4cccnc4)c([N+](=O)[O-])c3)n2)cc1	-3%
40	O=C(NCCc1ccccc1)C(=O)NCC(c1cccnc1)N1CCN(c2ccc(F)cc2)CC1 (stereo not given)	4%

4 compounds picked at random from those above, as already listed:
nr	Molecule	Tb PYK inh
35	Cc1nc2cnc(Oc3cccc(Cl)c3)nc2n(CCc2ccccc2)c1=O	3%
33	Cc1cccc(C(=O)NC(=O)Nc2ccc(-n3nc(C(F)(F)F)cc3C(F)(F)F)cc2)c1	-12%
38	Cc1ccc2nc(CSc3nnc(NC(=O)COc4ccccc4F)s3)cc(=O)n2c1	-7%
34	Cc1c(C(=O)Nc2ccccc2Br)oc2ccc(S(=O)(=O)N3CCCCC3)cc12	2%

Going on with the list:
nr	Molecule	Tb PYK inh
41	O=C(Nc1cnc(N2CCN(c3ccccc3)CC2)c(C(=O)O)c1)c1cccs1	3%
42	Cc1cc(Cl)ccc1NC(=O)C(=O)NCc1ccco1	0%
43	O=C(Nc1ccccc1Cl)C1CCN(c2nc3ccccc3[nH]2)CC1	1%[15.4 µM]
44	COc1cc(Br)c(C2CC(=O)Nc3cc(OC)c(OC)c(OC)c32)cc1OC (stereo not given)	-3%
45	CCCc1c2oc(C(=O)O)cc(=O)c2cc2c(=O)cc(C(=O)O)n(CC)c12	-4%
46	CCOCCc1nn2c(=O)cc(COC(=O)c3ccc(NC(=O)c4cccs4)cc3)nc2s1	2%
47	Cc1ccc(Cl)cc1N1CCN(C(=O)C2CCN(S(=O)(=O)c3cn(C)cn3)CC2)CC1	-8%
48	CCOC(=O)Cc1ccc(NC(=O)N2CCSc3ccccc32)cc1	4%[15.4 µM]

nr	Molecule	Tb PYK inh
49	CC1CCN(c2oc(/C=C/c3ccc(F)cc3)nc2C#N)CC1	-6%
50	COc1ccc(Cl)cc1NC(=O)c1cc(C)nn1-c1ccccc1	4%
51	COc1ccccc1-c1noc(-c2ccc(NC3CCCC3)c([N+](=O)[O-])c2)n1	-3%
52	COc1ccc(OC)c(CNC(=O)c2nn(C)c3c2CSc2ccccc2-3)c1	4%
53	Cc1ccc(C)c(CNC(=O)c2ccc3c(c2)nc2n3CCCCC2)c1	-3%
54	COc1ccc(CNc2nc3c(S(=O)(=O)c4ccccc4)nnn3c3ccc(Cl)cc23)cc1	6%
55	CCOC(=O)c1cnc2ccc(OCC)cc2c1N1CCN(c2cccc(Cl)c2)CC1	10%
56	CC(=O)N1CCc2cc(CNS(=O)(=O)c3ccc(C(C)(C)C)cc3)ccc21	3%

nr	Molecule	Tb PYK inh
57	Cc1ccccc1C(=O)Nc1ccccc1OCc1cc(=O)n2ccccc2n1	-5%
58	CCOc1ccc(CCNC(=O)Cn2ncn3c(cc4sc(C)cc43)c2=O)cc1OCC	4%
59	Cc1cccc(Cn2c(CN3CCC(C(=O)NC(C)C)CC3)cc3ccccc32)c1	3%
60	O=C(NCCCN1CCN(c2ccccc2)CC1)c1ccc2nc(Cc3ccccc3)oc2c1	-1%
61	COc1ccc(CNS(=O)(=O)c2cc3c(cc2Cl)N(C(C)=O)CCO3)cc1	3%
62	CCOc1cc(C2c3c(-c4ccc(Br)cc4)n[nH]c3C(=O)N2c2ccc(Cl)cc2)ccc1O (stereo not given)	-1%
63	Cc1cc(OCC(=O)Nc2ncn[nH]2)c(C)c(C)c1Br	-9%
64	O=C(NCc1ccccc1Cl)c1ccc(NC(=O)N2CCSc3ncccc32)cc1	-1%[15.4 µM]

nr	Molecule	Tb PYK inh
65	COc1cccc(CNC(=O)C(=O)Nc2ccc3nc4n(c(=O)c3c2)CCCCC4)c1	2%
66	CCCc1cc(=O)[nH]c(Nc2ccc(C)c(O)c2)n1	-4%
67	CCOC(=O)c1c(NC(=O)c2ccc(S(=O)(=O)N(C)C)cc2)sc2c1CCN(C)C2	-3%
68	C=Cc1ccc(Cn2c(C)c(CNCc3ccccc3C)c(C(=O)O)c2C)cc1	4%
69	Cc1ccc(NC(=O)Cn2cc(S(=O)(=O)N3CCCC3)c(S(=O)(=O)N3CCCC3)c2)c(C)c1	8%
70	COc1cccc(C(=O)n2nc(-c3cccnc3)nc2NCc2ccc(F)cc2)c1	2%
71	CCCSc1ncc(Cl)c(C(=O)N(Cc2ccc(N(C)C)cc2)C2CCS(=O)(=O)C2)n1 (stereo not given)	4%
72	COc1ccccc1CNc1nccn(-c2ccccc2)c1=O	5%

nr	Molecule	Tb PYK inh
73	Cc1ccc(CNC(C)c2ccccc2)s1 (stereo not given)	-4%
74	Cc1ccc(CN(C(=O)COc2ccc(F)cc2)C2CCS(=O)(=O)C2)o1 (stereo not given)	-1%
75	COc1ccc(-c2csc3ncnc(Nc4cccc(F)c4)c23)cc1	-5%
76	COc1ccccc1C(=O)Nc1nc2n(n1)C(c1ccc(F)cc1)C=C(c1ccc(Cl)cc1)N2 (stereo not given)	1%
77	Cc1cc(C)c2c(n1)sc1c(=O)n(-c3ccccc3C(F)(F)F)nnc12	7%
78	Cc1c(-c2nsc(NC(=O)c3cccc(Cl)c3)n2)nnn1-c1ccccc1C(F)(F)F	2%
79	COc1ccc(NC(=O)c2ccco2)cc1NC(=O)C(C)Oc1ccc(Cl)cc1Cl (stereo not given)	1%
80	CS(=O)(=O)N(Cc1ccccc1)c1ccc(C(=O)Nc2ccc(Cl)cc2)cc1	-6%

Screen by screen, from the results shown:
Tb PYK inh, nos. 76–80 → 1%, 7%, 2%, 1%, -6%

In a second layout: entries from further up
74) Cc1ccc(CN(C(=O)COc2ccc(F)cc2)C2CCS(=O)(=O)C2)o1 (stereo not given)
- Tb PYK inh: -1%
79) COc1ccc(NC(=O)c2ccco2)cc1NC(=O)C(C)Oc1ccc(Cl)cc1Cl (stereo not given)
- Tb PYK inh: 1%
80) CS(=O)(=O)N(Cc1ccccc1)c1ccc(C(=O)Nc2ccc(Cl)cc2)cc1
- Tb PYK inh: -6%

(listing goes on)
nr	Molecule	Tb PYK inh
81	CCOC(=O)c1c(NC(=O)COc2ccc(Br)cc2)sc2c1CCCC2	0%
82	COc1ccc(NC(=O)CSc2nc3nc(C)c(Cc4ccc(C)cc4)c(C)n3n2)cc1OC	-1%
83	CCc1ccc(C(=O)c2cn(CC(=O)Nc3ccc4c(c3)OCO4)c3ccc(OC)cc3c2=O)cc1	-6%
84	CCC1CN(C(=O)N2CCC(C(=O)NCCc3ccc(OC)cc3OC)CC2)c2cc(C)ccc2O1 (stereo not given)	0%
85	CCOc1ccc(CCNc2ncnc3onc(-c4ccc(Cl)cc4)c23)cc1OCC	-5%
86	Cc1cccc(C(=O)NCc2cn3cccc(C)c3n2)c1	0%
87	COc1ccc(-n2ncc3c(NCCCOC(C)C)ncnc32)cc1	-3%
88	Cc1cc(C(=O)C(=O)Nc2nnc(C(C)C)s2)c(C)n1-c1ccccc1	-4%

nr	Molecule	Tb PYK inh
89	O=C(Nc1cc2c(cc1C(=O)c1ccccc1Cl)OCCO2)c1ccccc1	-6%
90	Cc1ccc2c(c1)cc1c(=O)n(CC(=O)NCc3ccco3)nc(C)n12	1%
91	Cc1cccc(-c2nc3c4ccccc4n(CC(=O)Nc4cc(F)ccc4F)c(=O)n3n2)c1	2%
92	Cc1ccc(CN2CCc3nc(N4CCN(c5ccccc5F)CC4)ncc3C2)cc1C	5%
93	CCc1nnc(SCc2cccc(F)c2)c2cc3sc(C)cc3n12	-2%
94	CCCCOc1ccccc1Cn1c(=O)sc2ccccc21	7%
95	Cc1ccc2occ(CC(=O)N(Cc3ccc(Cl)cc3)Cc3ccco3)c2c1	-5%
96	O=C(C1CCC1)N1CCc2cc(S(=O)(=O)NCCc3ccccc3)ccc21	2%

nr	Molecule	Tb PYK inh
97	Cc1ccc(Cl)cc1-n1c(=O)cc(N2CCN(c3ccc(F)cc3)CC2)[nH]c1=O	-2%
98	COc1ccc(C2CC(=O)c3c([nH]c(C(=O)OCc4ccccc4)c3C)C2)cc1 (stereo not given)	-1%
99	CCc1nn(Cc2cccc(F)c2)c(=O)c2cc3cc(C)ccc3n12	3%
100	COc1cccc(CNS(=O)(=O)c2ccc(N3CCCCS3(=O)=O)cc2)c1	-8%
101	Cc1ccc(-c2cc(C(F)(F)F)n3nc(C(=O)Nc4ccc(C#N)cc4)cc3n2)cc1	-1%
102	COc1ccc(C(=O)N2CCN(Cc3cc(=O)n4nc(-c5ccccc5C)sc4n3)CC2)cc1OC	6%
103	COc1cccc(-c2nc(SCc3cc(=O)c4ccc(C)c(C)c4[nH]3)n[nH]2)c1	1%
104	Cc1cccc(NC(=O)Cn2c(=O)n(CCc3ccccc3)c(=O)c3ccccc32)c1	-5%

nr	Molecule	Tb PYK inh
105	CCc1ccc(NC(=O)Cn2c(=O)n(CCC(=O)NCCc3ccc(Cl)cc3)c(=O)c3ccccc32)cc1	-2%
106	CCCCNC(=O)CCCn1c(=O)c2ccccc2n(Cc2cccc(Cl)c2)c1=O	-8%
107	CCc1cnc2c(c1SCc1ccccc1C)c(=O)n(C)c(=O)n2C	-17%
108	CCc1ccccc1N1C(=O)N(Cc2ccc(C#N)cc2)c2ccccc2S1(=O)=O	4%
109	CCc1ccc(-c2nc3cc(NC(=O)c4cc5ccccc5cc4OC)ccc3o2)cc1	2%
110	COC(=O)c1cc(NC(=O)c2nn(C)c3c2COc2ccccc2-3)cc(C(=O)OC)c1	-5%
111	CCC(=O)Nc1ccc(CC)cc1-c1nc2ccccc2n(CC(=O)Nc2cccc(Cl)c2)c1=O	-2%
112	Cc1ccccc1OCC(=O)Nc1nnc(S(=O)(=O)N2CCCCCC2)s1	-4%
